From PubChem BioAssay
EZH2 inh: blocks human EZH2/PRC2 H3K27 methylation; inhibition, % at 12.5 µM; hit rate 0.35% among 57,000; DELFIA TRF, 1 h; Q15910; AID 651548;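 active means mean inhibition of replicates at least 50% and every single replicate also reaching 50%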;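 further: dimethyl H3K27 on biotinylated H3 21-44 peptide detected by antibody; plate controls were median neutral control wells for no effect and median positive control wells for full effect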
IDH1 mut inh: blocks human IDH1 R132H reductase activity | O75874 | diaphorase/resazurin fluorescence, 60 min | inhibition, % at 10 µM | hit rate 0.18% among 70,000; in the data active means inhibition above about 34%;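 further: 0% = DMSO and 100% = no enzyme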
Target sequence (O75874 whole entry R132H): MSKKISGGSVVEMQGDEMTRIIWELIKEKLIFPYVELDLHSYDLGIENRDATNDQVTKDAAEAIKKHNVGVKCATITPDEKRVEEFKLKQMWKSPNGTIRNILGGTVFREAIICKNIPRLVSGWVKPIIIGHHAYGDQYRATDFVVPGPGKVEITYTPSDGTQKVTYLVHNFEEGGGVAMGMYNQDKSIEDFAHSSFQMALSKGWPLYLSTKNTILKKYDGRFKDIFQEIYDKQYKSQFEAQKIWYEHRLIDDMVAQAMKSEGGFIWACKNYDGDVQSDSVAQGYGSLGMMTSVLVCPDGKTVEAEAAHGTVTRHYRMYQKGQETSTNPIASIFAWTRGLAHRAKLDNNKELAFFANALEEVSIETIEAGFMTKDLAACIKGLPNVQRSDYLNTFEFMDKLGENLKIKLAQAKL
The depositor's hits bear a star; / = not tested or not shown. An excerpt (hit frequency here may not be typical).

Structure	EZH2 inh	IDH1 mut inh
Cc1sc2ncnc(SCC(=O)c3ccc(Cl)c(Cl)c3)c2c1C	-3.3	0.3
C[C@H](CO)N1C[C@H](C)[C@H](CN(C)C(=O)NC2CCCCC2)Oc2ccc(NC(=O)c3ccncc3)cc2C1=O	/	1.7
C[C@H](NC(=O)C[C@H]1CC[C@H](NC(=O)c2cccnc2)[C@H](CO)O1)c1ccccc1	7.9	-0.2
Cc1ccc(S(=O)(=O)N(C)C[C@H]2OCc3cn(nn3)CCCC(=O)N([C@H](C)CO)C[C@@H]2C)cc1	7.0	-0.6
COc1cc2nccc(Oc3ccc(NC(=O)Nc4ccc(F)cc4F)c(F)c3)c2cc1OC	-11.9	0.7
C[C@@H]1CN([C@H](C)CO)C(=O)c2cccc(NC(=O)Nc3cccc4ccccc34)c2O[C@H]1CN(C)S(=O)(=O)c1ccc(Cl)cc1	/	0.5
Nc1cc(N)nc(SCC(=O)Nc2ccc3ccccc3c2)n1	-8.5	0.0
C[C@@H]1CCCCO[C@@H](CN(C)S(=O)(=O)c2ccc(F)cc2)[C@@H](C)CN([C@@H](C)CO)C(=O)c2cc(NC(=O)c3ccncc3)ccc2O1	/	1.7
CO[C@@H]1CC[C@H]2CCOc3c(C#N)cccc3C(=O)N(C)CC3(CCCCC3)CC(=O)N(C)C[C@H]1O2	11.5	0.0
CO[C@@H]1CN(C)C(=O)c2cc(NC(=O)Nc3ccccc3)ccc2OC[C@H](C)NC[C@H]1C	5.0	0.4
C[C@H](CO)N1C[C@H](C)[C@@H](CN(C)C(=O)Nc2ccc(F)cc2)Oc2ccc(NS(=O)(=O)c3cccs3)cc2C1=O	/	1.1
CCN1C[C@@H](C)[C@H](OC)CN(C)C(=O)c2cc(NC(=O)c3ccno3)ccc2OC[C@H]1C	-13.6	0.1
COc1ccc(NC(=O)c2cc(-c3ccccn3)nc3c(C)cc(C)cc23)c([N+](=O)[O-])c1	-3.3	0.2
C[C@H](CO)N1C[C@H](C)[C@H](CN(C)S(=O)(=O)c2cn(C)cn2)OCCCC[C@H](C)Oc2ccc(N(C)C)cc2C1=O	1.0	-3.9
C[C@H]1CN([C@@H](C)CO)C(=O)c2cc(NC(=O)Nc3ccc(F)cc3)ccc2O[C@@H]1CN(C)S(=O)(=O)c1cn(C)cn1	/	0.7
C[C@@H]1CN([C@H](C)CO)C(=O)Cc2cc(NS(=O)(=O)c3ccccc3)ccc2O[C@H]1CN(C)Cc1ccc2c(c1)OCO2	-11.3	1.7
C[C@@H]1CN([C@@H](C)CO)C(=O)c2cc(-c3cccnc3)cnc2O[C@@H]1CN(C)C(=O)C1CCC1	8.5	1.9
O=C(C[C@@H]1CC[C@@H](NC(=O)C2CCC2)[C@@H](CO)O1)NC1CCC1	-6.6	0.1
COCC(=O)N(C)C[C@H]1Oc2ncc(C3=CCCC3)cc2C(=O)N([C@H](C)CO)C[C@H]1C	8.9	-0.8
C[C@H]1CN([C@@H](C)CO)S(=O)(=O)c2ccc(-c3cncnc3)cc2O[C@H]1CN(C)C(=O)Cc1ccncc1	/	4.2
C[C@H]1CN([C@@H](C)CO)C(=O)CCCn2cc(nn2)CO[C@H]1CN(C)C(=O)OCc1ccccc1	-0.9	0.2
Cc1noc(C)c1S(=O)(=O)N(C)C[C@@H]1OCCCC[C@H](C)Oc2ccc(NC(=O)C3CCCCC3)cc2C(=O)N([C@@H](C)CO)C[C@@H]1C	/	0.7
C[C@@H]1CN([C@@H](C)CO)C(=O)CCCn2nncc2CO[C@H]1CN(C)C(=O)C1CCCCC1	-0.2	/
C[C@@H]1CN([C@H](C)CO)C(=O)Cc2cc(NC(=O)Cc3ccccc3)ccc2O[C@@H]1CN(C)Cc1ccc(-c2ccccc2)cc1	/	2.9
C[C@@H]1CN([C@@H](C)CO)C(=O)c2cc(NC(=O)C3CC3)ccc2O[C@@H]1CN(C)Cc1ccncc1	0.0	3.3
CS(=O)(=O)Nc1ccc2c(c1)[C@H]1C[C@H](CC(=O)N3CCc4ccccc4C3)O[C@@H](CO)[C@H]1O2	1.2	0.1
Cc1ccc(-n2nnnc2SCC(=O)c2ccc(O)c(O)c2)cc1	-0.8	0.2
COc1ccc(S(=O)(=O)N(C)C[C@H]2Oc3ccc(NC(=O)Cc4cn(C)c5ccccc45)cc3CC(=O)N([C@H](C)CO)C[C@@H]2C)cc1	/	-0.1
Cc1cccc(C(=O)Nc2cc(C)ccc2NC(=O)COc2ccccc2)c1	7.6	0.0
CC1=C(/C=C/C(C)=C\C=C\C(C)=C\C(=O)Nc2ccc(O)cc2)C(C)(C)CCC1	/	3.6
O=C1CC(Cc2ccc(Cl)cc2)C(=O)N1c1ccccn1 (stereo not drawn)	-69.6	-0.7
COc1ccc(NC(=O)N(C)C[C@@H]2Oc3c(NC(=O)c4cnccn4)cccc3C(=O)N([C@@H](C)CO)C[C@@H]2C)cc1	/	0.0
CNC[C@H]1Oc2cc(C#Cc3cccnc3)ccc2S(=O)(=O)N([C@H](C)CO)C[C@@H]1C	-8.4	0.6
CN1CCN(C(=O)C[C@H]2C=C[C@H](NC(=O)Nc3ccccc3F)[C@H](CO)O2)CC1	8.4	-0.1
Cc1noc(C)c1NC(=O)N(C)C[C@@H]1Oc2c(NC(=O)C3CCOCC3)cccc2C(=O)N([C@H](C)CO)C[C@@H]1C	/	1.1
CC(C)CC#Cc1cnc2c(c1)C(=O)N([C@@H](C)CO)C[C@@H](C)[C@@H](CN(C)C(=O)Cc1ccncc1)O2	11.5	0.3
CCCc1cn(CC[C@H]2CC[C@H](NC(=O)Nc3ccc4c(c3)OCO4)[C@@H](CO)O2)nn1	15.9	-0.2
Cc1cc(C(=O)Nc2cccc3c2O[C@@H](CN(C)Cc2ccc(C(F)(F)F)cc2)[C@H](C)CN([C@@H](C)CO)C3=O)n(C)n1	-4.5	0.0
CCCC(=O)Nc1ccc2c(c1)C(=O)N(C)C[C@@H](OC)[C@H](C)CN(C(=O)c1ccccc1F)[C@@H](C)CO2	-7.2	0.0
C[C@@H]1CN([C@@H](C)CO)S(=O)(=O)c2ccc(/C=C/c3ccccc3)cc2O[C@H]1CN(C)C(=O)c1cccnc1	1.1	-0.4
COc1cccc(S(=O)(=O)N[C@@H]2C=C[C@H](CC(=O)NC3CCC3)O[C@H]2CO)c1	4.6	-0.2
Cc1ccc(S(=O)(=O)Nc2cccc3c2O[C@H](CN(C)C(=O)Nc2ccc(C(F)(F)F)cc2)[C@@H](C)CN([C@H](C)CO)C3=O)cc1	/	0.4
CC(=O)c1ccc(NC(=O)CSc2nnc(N)s2)cc1	-5.8	0.6
CC(C)NC(=O)N(C)C[C@@H]1Oc2ccc(NC(=O)NC3CCCCC3)cc2C(=O)N([C@H](C)CO)C[C@@H]1C	/	2.9
CN(C)C(=O)C[C@H]1CC[C@@H](NC(=O)NC2CCCC2)[C@@H](CO)O1	8.2	0.0
C[C@@H]1CN([C@H](C)CO)S(=O)(=O)c2ccc(-c3ccc(F)cc3)cc2O[C@@H]1CN(C)C(=O)C1CC1	-4.9	0.9
O=C(N/N=C/c1cccc(Br)c1)c1ccccn1	11.2	1.3
CO[C@@H](CN(C)Cc1nccs1)[C@@H](C)CN([C@@H](C)CO)S(=O)(=O)c1ccc(C)cc1	-1.6	0.1
C[C@@H]1CN([C@H](C)CO)C(=O)c2cccc(NC(=O)CCCCCC(=O)Nc3ccccc3N)c2O[C@H]1CN(C)CC1CC1	-15.5	/
O=C(COc1ccc(Cl)cc1)Nc1ccc2nn(-c3ccc(F)cc3)nc2c1	10.6	-0.3

Complete entries, quoted from the list. Order of values: EZH2 inh | IDH1 mut inh
`C[C@@H]1CN([C@H](C)CO)C(=O)c2cccc(NC(=O)CCCCCC(=O)Nc3ccccc3N)c2O[C@H]1CN(C)CC1CC1` in the list: -15.5 | /
`CC(C)NC(=O)N(C)C[C@@H]1Oc2ccc(NC(=O)NC3CCCCC3)cc2C(=O)N([C@H](C)CO)C[C@@H]1C` in the list: / | 2.9
`COc1cccc(S(=O)(=O)N[C@@H]2C=C[C@H](CC(=O)NC3CCC3)O[C@H]2CO)c1` in the list: 4.6 | -0.2

Later entries:
Structure	EZH2 inh	IDH1 mut inh
CC(C)NC(=O)Nc1ccc2c(c1)CC(=O)N([C@H](C)CO)C[C@H](C)[C@@H](CN(C)C(=O)Nc1ccc(F)cc1)O2	-14.2	0.1
C[C@@H]1CN([C@H](C)CO)C(=O)c2cc(NS(=O)(=O)c3ccccc3)ccc2O[C@@H](C)CCCCO[C@@H]1CN(C)C(=O)C1CCCCC1	/	0.7
CC(C)CC#Cc1ccc2c(c1)O[C@H](CN(C)C(=O)c1cnccn1)[C@H](C)CN([C@@H](C)CO)S2(=O)=O	-3.2	-0.5
C[C@H]1CCCCO[C@H](CN(C)C(=O)Nc2ccccc2)[C@@H](C)CN([C@@H](C)CO)C(=O)c2cc(NC(=O)Cc3ccccc3)ccc2O1	/	0.9
CO[C@H]1CN(C)C(=O)c2cc(NC(=O)Nc3cc(F)ccc3F)ccc2OC[C@@H](C)N(C(=O)c2cnccn2)C[C@H]1C	-4.8	-0.1
O=C(N[C@H]1CC[C@@H](CCNC(=O)C2CCOCC2)O[C@H]1CO)c1ccncc1	8.2	-0.4
Cc1ccc(S(=O)(=O)N[C@H]2CC[C@H](CCNS(=O)(=O)Cc3ccccc3)O[C@H]2CO)cc1	1.6	0.2
C[C@@H]1CN([C@H](C)CO)C(=O)Cc2cc(NC(=O)C3CCCCC3)ccc2O[C@H]1CN(C)Cc1ccc(C(=O)Nc2ccccc2N)cc1	-24.4	/
COc1ccc(CN(C)C[C@@H]2Oc3c(NC(=O)Nc4ccc(OC)cc4)cccc3C(=O)N([C@H](C)CO)C[C@H]2C)cc1	/	-2.9
CCS(=O)(=O)Nc1ccc2c(c1)OC[C@H](C)NC[C@@H](C)[C@@H](OC)CN(C)C2=O	-7.7	/
C[C@H](CO)N1C[C@H](C)[C@H](CN(C)Cc2ccc(C(=O)O)cc2)Oc2c(NC(=O)Nc3ccc(F)cc3)cccc2C1=O	3.2	1.3
C[C@H](CO)N1C[C@H](C)[C@@H](CN(C)S(C)(=O)=O)Oc2cc(-c3ccncc3)ccc2S1(=O)=O	22.7	1.3
C[C@@H]1CN([C@H](C)CO)C(=O)c2cc(C#Cc3ccccn3)cnc2O[C@@H]1CN(C)Cc1cccnc1	-1.5	0.2
COC(=O)N(C)C[C@@H]1OCc2cnnn2CCCC(=O)N([C@H](C)CO)C[C@@H]1C	14.1	6.5
Cn1c(SCC(N)=O)nnc1-c1cccc(Cl)c1	3.7	0.9
O=C(C[C@@H]1C[C@H]2c3cc(NS(=O)(=O)c4ccc(F)cc4)ccc3O[C@H]2[C@H](CO)O1)NCc1ccccc1	6.6	0.0
CC(C)CC#Cc1ccc2c(c1)O[C@@H](CN(C)C(=O)CN(C)C)[C@H](C)CN([C@H](C)CO)S2(=O)=O	-19.2	0.3
COc1ccc(S(=O)(=O)Nc2ccc3c(c2)C(=O)N([C@H](C)CO)C[C@@H](C)[C@H](CN(C)CC2CC2)OCCCC[C@@H](C)O3)cc1	/	0.2
Cc1ccc(S(=O)(=O)N(C)C[C@@H]2Oc3ncc(C#CCC(C)C)cc3C(=O)N([C@@H](C)CO)C[C@H]2C)cc1	-11.4	-0.6
COc1ccc(-c2cc(C(F)(F)F)nc(SCC(=O)Nc3ccccc3C)n2)cc1	-7.2	0.1
C[C@@H]1CN([C@H](C)CO)S(=O)(=O)c2ccc(-c3ccncc3)cc2O[C@H]1CN(C)Cc1ccc(Oc2ccccc2)cc1	/	0.5
CCCNC(=O)Nc1ccc2c(c1)OC[C@@H](C)N(C(=O)C1CCCCC1)C[C@@H](C)[C@H](OC)CN(C)C2=O	-4.2	0.0
COC(=O)c1ccc(NC(=O)CN(c2ccc3c(c2)OCCO3)S(C)(=O)=O)cc1	-9.9	-0.1
CN(C)C(=O)C[C@@H]1C[C@H]2c3cc(NS(=O)(=O)c4ccccc4)ccc3O[C@H]2[C@H](CO)O1	13.8	2.7
O=C(O)C[C@@H]1CC[C@@H](NC(=O)Nc2cc(F)ccc2F)[C@H](CO)O1	-46.4	-0.1
C[C@H]1CN([C@@H](C)CO)S(=O)(=O)c2ccc(C3=CCCC3)cc2O[C@H]1CN(C)Cc1ccncc1	-8.0	0.8
CO[C@H]1CN(C)C(=O)c2cc(NC(=O)c3ccno3)ccc2OC[C@H](C)NC[C@@H]1C	2.7	0.2
COC(=O)c1cc(NC(=S)NCc2cccnc2)cc(C(=O)OC)c1	-8.6	0.2
C[C@@H]1CN([C@@H](C)CO)C(=O)c2cc(-c3cccnc3)cnc2O[C@H]1CN(C)C(=O)C1CCC1	4.4	/
O=C(C[C@H]1CC[C@@H](NC(=O)C2CCC2)[C@@H](CO)O1)NCCCN1CCOCC1	-1.2	-0.1
CCS(=O)(=O)Nc1ccc2c(c1)C(=O)N(C)C[C@H](OC)[C@H](C)CN(Cc1nccs1)[C@@H](C)CO2	7.5	-0.1
C[C@H](CO)N1C[C@H](C)[C@H](CN(C)C(=O)Nc2cccc3ccccc23)OCc2cnnn2CCCC1=O	0.6	/
O=C(C[C@@H]1CC[C@H](NC(=O)c2cnccn2)[C@H](CO)O1)NCc1ccccc1F	6.1	-0.1
C[C@@H]1CCCCO[C@@H](CN(C)C(=O)C2CCCCC2)[C@@H](C)CN([C@@H](C)CO)C(=O)c2cc(NC(=O)Cc3ccccc3)ccc2O1	/	2.4
